# PolyA inhibitor = inhibitors of polyadenylation in S. cerevisiae; S. cerevisiae SKY197-pL101 polyadenylation reporter, beta-gal luminescence; efflux-impaired pdr1/pdr3 knockout yeast; score 100 = 6 SD above DMSO; calls only at 12 µM; 300,000 compounds, 0.02% hits; AID 1875;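 active = lowest replicate activity score at least 50, where 100 means six control SD above control mean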;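 also: yeast exposed to compound for 9 h at 30 °C; higher score means more reporter readthrough which indicates perturbed polyadenylation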
# DYRK1A inh = blocks rat Dyrk1A kinase activity; Q63470; ADP-Glo luminescence, NFATc1 peptide; inhibition, % at 12.5 µM; 310,000 compounds, 0.43% hits; AID 504441; in the data active = inhibition above about 50%;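 also: plate controls were vehicle with enzyme for no effect and no enzyme for full effect; many of its hits are not listed in these tables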
# AI-2 QS mod = Vibrio harveyi AI-2 quorum sensing modulation. Vibrio harveyi JMH597 AI-2 luminescence/OD600 ratio, 9 h; stronger effect = lower value; strain lacks LuxN and CqsS sensors; 0 = neutral-control median. activity change, % at 7.5 µM. 300,000 compounds, 0.4% hits; in the data active = activity change below about -75%, passing the limit was not always enough;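 also: luminescence divided by OD600 gain over 9 h not by final OD600 alone; inactives centre near 13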
# HDAC3 inhib = human HDAC3 inhibition | O15379 | recombinant HDAC3, fluorogenic peptide/trypsin coupled, fluorescence | inhibition, % at 8.3 µM | 320,000 compounds, 0.15% hits | AID 2718; in the data active = inhibition above about 26%, passing the limit was not always enough
# Target sequence (O15379 whole entry, looked up): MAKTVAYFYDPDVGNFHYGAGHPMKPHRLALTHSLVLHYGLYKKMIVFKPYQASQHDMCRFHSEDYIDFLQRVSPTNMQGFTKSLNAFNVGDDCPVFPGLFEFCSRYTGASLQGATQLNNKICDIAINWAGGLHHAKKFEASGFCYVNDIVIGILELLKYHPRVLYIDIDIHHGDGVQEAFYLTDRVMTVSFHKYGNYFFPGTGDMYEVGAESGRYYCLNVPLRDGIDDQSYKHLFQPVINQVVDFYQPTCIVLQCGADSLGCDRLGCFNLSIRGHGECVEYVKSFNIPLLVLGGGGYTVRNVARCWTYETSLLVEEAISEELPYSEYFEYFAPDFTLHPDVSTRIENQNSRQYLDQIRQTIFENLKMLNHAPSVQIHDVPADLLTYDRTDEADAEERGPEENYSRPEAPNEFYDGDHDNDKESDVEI
# HSP90 inh = inhibitors of HSP90 luciferase refolding in rabbit reticulocyte lysate | AID 1789 | luciferase refolding luminescence, 3 h | 290,000 compounds, 0.91% hits | inhibition, % at 5.6 µM;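 active = inhibition above the screen-wide mean plus 3 SD, computed separately per campaign, cut at about 16% in these data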;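 also: 0% = DMSO wells and 100% = 60 µM geldanamycin wells; inhibitors lower the luminescence because luciferase stays unfolded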
# Platelet DG rel = modulates dense granule release in human platelets; human platelet-rich plasma, SFLLRN dense granule ATP release, luminescence; inhibition, %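 (compounds screened at 7.5 µM in platelet-rich plasma)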; 300,000 compounds, 0.22% hits;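 active = mean replicate score, as percent of positive control, at or above 50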
# GSK3B inh = human GSK3beta kinase inhibition; 300,000 compounds, 0.038% hits; activity score (negative = inhibition), % at 10 µM; P49841; GST-GSK3beta kinase, ADP-Glo luminescence, 60 min; stronger effect = lower value;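 active = more than half of replicate wells score below -50%, meaning over 50% inhibition versus plate controls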;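 also: 0% = median DMSO wells and -100% = median GW8510 positive control wells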
#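 Test system: GST-fused GSK3beta enzyme, cell-free | Quantity: 1.6 ng GST-GSK3beta enzyme per well | Reagent: 25 µM ATP with peptide substrate | Schedule: 60 min enzyme reaction, room temperature | Signal: Luminescent ADP-Glo measurement of ADP formed | Read-out basis: Score relative to plate controls | Control set: DMSO and 20 µM GW8510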
# HSF-1 act = increases HSF-1 driven luciferase reporter signal. NIH3T3-HGL HSF-1 luciferase reporter, MG132, 8 h; 100% = twice DMSO control signal. activation, % at 9 µM. 300,000 compounds, 1.7% hits;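 active = mean replicate activation of at least 50% with a set share of replicates each reaching 50%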;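 also: 0% = median of the neutral control wells and 100% = twice that signal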
# HSF1 inh = HSF1 inhibition. NIH3T3-HGL HSE-luciferase, MG132-induced, luminescence 8 h; stronger effect = lower value. activity change, negative = inhibition, % at 7.5 µM (by protocol). 300,000 compounds, 0.77% hits. AID 2098;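 active = more than half of replicate wells show activity change below -50%, luminescence cut by over half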;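 also: luciferase reports HSF-1 transcriptional activity via heat shock element; 0% = median of DMSO wells and -100% = zero luminescence signal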
# GSK3 alpha inh = inhibitors of human GSK-3 alpha kinase; ADP-Glo luminescence, 60 min; P49840; inhibition, % at 10 µM; AID 2650; 320,000 compounds, 0.1% hits;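 in the data active = inhibition above about 50%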;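 also: GST-tagged GSK-3 alpha with peptide substrate and 25 µM ATP; 0% = DMSO neutral wells and 100% = GW8510 positive control wells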
# Target sequence (P49840 whole entry, looked up): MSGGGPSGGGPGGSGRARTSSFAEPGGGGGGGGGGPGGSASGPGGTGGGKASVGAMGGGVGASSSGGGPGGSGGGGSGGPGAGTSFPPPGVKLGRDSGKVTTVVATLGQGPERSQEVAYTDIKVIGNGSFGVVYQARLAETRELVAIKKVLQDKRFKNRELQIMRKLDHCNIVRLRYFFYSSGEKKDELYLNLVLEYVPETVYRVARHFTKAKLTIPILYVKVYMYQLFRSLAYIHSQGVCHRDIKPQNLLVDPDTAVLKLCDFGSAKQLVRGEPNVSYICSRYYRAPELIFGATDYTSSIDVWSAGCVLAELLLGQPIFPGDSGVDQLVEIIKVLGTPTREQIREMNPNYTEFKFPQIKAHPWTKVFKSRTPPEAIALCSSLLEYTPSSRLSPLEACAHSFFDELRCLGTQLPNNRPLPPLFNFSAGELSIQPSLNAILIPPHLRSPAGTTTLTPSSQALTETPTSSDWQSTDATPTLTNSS
# Active calls of the source: *; i = inactive; nt = not tested or not shown. Only part of the results is shown; count on the stated rates, not on these rows.
SMILES,PolyA inhibitor,DYRK1A inh,AI-2 QS mod,HDAC3 inhib,HSP90 inh,Platelet DG rel,GSK3B inh,HSF-1 act,HSF1 inh,GSK3 alpha inh
CSc1nnc([C@@H](N)Cc2c[nH]c3ccccc23)o1,i,-5,-11,-1,-1,1,0,13,6,-2
CC(C)OP(=O)(OC(C)C)C(O)c1cccnc1 (stereo not given),i,11,2,-1,5,0,2,5,-8,-3
Cc1ccc(N2C(=O)NC(=O)C3(Cc4ccccc4N4CCCC43)C2=O)cc1 (stereo not given),i,-4,22,0,1,-3,-2,20,-1,6
CCc1c(C)nc(N)nc1N1N=C1SCC(=O)OC,i,3,5,6,-5,23,-5,-27,-4,-6
C#C[C@@]1(O)CCC2C3CCC4=C/C(=N/OCC(=O)NC(CCC(N)=O)C(=O)O)CC[C@]4(C)C3CC[C@@]21C (stereo not given in full),i,6,7,5,0,-2,2,2,-4,-2
CCC(=O)N1CC(=O)Nc2ccc(Br)cc2C1c1ccccc1 (stereo not given),i,3,4,1,-2,-4,1,27,12,1
Cc1ccc(NP(=O)(Nc2ccc(C)cc2)Oc2ccccc2)cc1,i,-20,19,11,0,-1,1,8,4,-1
Cc1[nH]c2ccccc2c1C1=CCNCC1,i,32,20,-5,-3,-9,-2,-4,-4,19
CN(C)CCN=Cc1c(O)n(Cc2ccc3c(c2)OCO3)c(=S)[nH]c1=O,i,nt,29,5,4,11,2,-10,-8,-3
Cc1ccc(OCC(=O)NCCN2CCN(C(=O)COc3ccc(C)cc3)CC2)cc1,i,5,11,0,0,8,-10,-7,-3,-2
COP(=O)(OC)C(NC(C)=O)C(Cl)(Cl)Cl (stereo not given),i,-2,28,-3,-1,0,3,3,-4,1
COc1ccccc1CC1/C(=N/O)C2CCN1CC2 (stereo not given),i,34,-2,-1,1,13,1,-1,-4,-4
O=C(Cc1ccc(Cl)c(Cl)c1)NCC1(N2CCOCC2)CCCCC1,i,-5,0,6,1,2,2,-1,8,-1
O=C(c1cc(S(=O)(=O)N2CCCCC2)ccc1F)N1CCC2(CC1)OCCO2,i,-8,4,-5,2,13,0,6,0,-3
OC(CNCCc1c[nH]c2ccccc12)C(F)(F)F (stereo not given),i,-2,1,1,-2,9,1,2,4,-2
CCCCn1c(N)c(C(=O)NCCN2CCOCC2)c2nc3ccccc3nc21,i,23,26,-53,3,-17,0,17,4,0
CNC(=O)Oc1ccc(-c2cn3cc(C)ccc3n2)cc1,i,7,-1,-7,56*,21,-11,2,2,2
CCCC1=C(C(=O)OCC)C2(C(=O)Nc3ccc(C)cc32)C(C#N)=C(N)O1 (stereo not given),i,-4,28,0,-1,2,-2,-13,2,1
CC(C)[C@@]1(NC(=O)[C@@H]2C[C@@H]3c4cccc5[nH]cc(c45)C[C@H]3N(C)C2)O[C@@]2(O)[C@@H]3CCCN3C(=O)[C@H](Cc3ccccc3)N2C1=O,i,1,17,0,0,0,-1,0,9,2
NC1=C([N+](=O)[O-])C(c2ccc3c(c2)OCO3)c2c(c3ccccc3oc2=O)O1 (stereo not given),i,nt,5,2,-1,-14,4,12,12,0
NS(=O)(=O)c1ccc(N=Cc2c(O)n(-c3ccccc3)c(=O)[nH]c2=O)cc1,i,-6,7,4,1,-1,-3,-9,0,4
CCOC(=O)C(=O)NC1CCSC1=O (stereo not given),i,-9,4,-4,0,-2,4,-7,-10,-3
Cn1c(=O)n(C)c2cc([N+](=O)[O-])c(N3CCNCC3)cc21,i,-3,25,2,4,16,-1,5,-6,1
CCCC[n+]1cc(=N)o[n-]1,i,-3,13,0,nt,11,2,-12,3,-1
CN1C2CCC1CC(OC(=O)CCN1CCCC1)C2 (stereo not given),i,2,15,2,-1,-8,2,-8,2,-5

# Part of the list above in order of number of heavy atoms, smallest number first.
SMILES,PolyA inhibitor,DYRK1A inh,AI-2 QS mod,HDAC3 inhib,HSP90 inh,Platelet DG rel,GSK3B inh,HSF-1 act,HSF1 inh,GSK3 alpha inh
CCCC[n+]1cc(=N)o[n-]1,i,-3,13,0,nt,11,2,-12,3,-1
COP(=O)(OC)C(NC(C)=O)C(Cl)(Cl)Cl (stereo not given),i,-2,28,-3,-1,0,3,3,-4,1
Cc1[nH]c2ccccc2c1C1=CCNCC1,i,32,20,-5,-3,-9,-2,-4,-4,19
CC(C)OP(=O)(OC(C)C)C(O)c1cccnc1 (stereo not given),i,11,2,-1,5,0,2,5,-8,-3
CCc1c(C)nc(N)nc1N1N=C1SCC(=O)OC,i,3,5,6,-5,23,-5,-27,-4,-6
CNC(=O)Oc1ccc(-c2cn3cc(C)ccc3n2)cc1,i,7,-1,-7,56*,21,-11,2,2,2
O=C(Cc1ccc(Cl)c(Cl)c1)NCC1(N2CCOCC2)CCCCC1,i,-5,0,6,1,2,2,-1,8,-1
CN(C)CCN=Cc1c(O)n(Cc2ccc3c(c2)OCO3)c(=S)[nH]c1=O,i,nt,29,5,4,11,2,-10,-8,-3
CCCC1=C(C(=O)OCC)C2(C(=O)Nc3ccc(C)cc32)C(C#N)=C(N)O1 (stereo not given),i,-4,28,0,-1,2,-2,-13,2,1
CCCCn1c(N)c(C(=O)NCCN2CCOCC2)c2nc3ccccc3nc21,i,23,26,-53,3,-17,0,17,4,0
Cc1ccc(OCC(=O)NCCN2CCN(C(=O)COc3ccc(C)cc3)CC2)cc1,i,5,11,0,0,8,-10,-7,-3,-2
C#C[C@@]1(O)CCC2C3CCC4=C/C(=N/OCC(=O)NC(CCC(N)=O)C(=O)O)CC[C@]4(C)C3CC[C@@]21C (stereo not given in full),i,6,7,5,0,-2,2,2,-4,-2
CC(C)[C@@]1(NC(=O)[C@@H]2C[C@@H]3c4cccc5[nH]cc(c45)C[C@H]3N(C)C2)O[C@@]2(O)[C@@H]3CCCN3C(=O)[C@H](Cc3ccccc3)N2C1=O,i,1,17,0,0,0,-1,0,9,2

# Further structures follow.
SMILES,PolyA inhibitor,DYRK1A inh,AI-2 QS mod,HDAC3 inhib,HSP90 inh,Platelet DG rel,GSK3B inh,HSF-1 act,HSF1 inh,GSK3 alpha inh
Cc1cccc(NP(C)(=O)c2nc3c(s2)CCCC3)c1 (stereo not given),i,3,23,3,-2,13,1,44,5,nt
O=S(=O)(c1ccc(O)cc1)c1ccc(O)cc1,i,nt,5,-3,5,0,-3,-16,1,2
O=C(Nc1cccc(OC(=O)N2CCOCC2)c1)N1CCOCC1,i,3,10,nt,-4,6,0,1,1,-3
CCN(CC)P(=S)(c1c(C)nc2ccccn12)c1c(C)nc2ccccn12,i,2,58,8,0,-2,0,2,-2,-8
CCC(C)c1ccc(N2C(=O)NC(=O)/C(=C/c3cccn3CCOc3ccc(C)cc3)C2=O)cc1 (stereo not given),i,-4,45,1,0,11,-3,26,12,-3
C/C(=N\NC(N)=O)c1c(O)n(C)c(=O)n(C)c1=O,i,1,10,-1,0,-43,-1,-3,3,1
CC1(C)C(C(=O)N2CCN(c3ccc(Cl)cc3)CC2)C1(C)C,i,7,31,nt,-2,-4,-5,-5,-5,-2
CCN(CC)c1ccc(/C=C2/C(=O)NC(=O)N(CC3CCCO3)C2=O)cc1 (stereo not given),i,-4,25,5,-3,11,-3,7,-8,-5
Cn1c(=O)c2c(nc(N/N=C/c3c(O)n(C4CCCCC4)c(=S)[nH]c3=O)n2C)n(C)c1=O,i,-2,1,14,-4,-7,2,-3,-3,-2
O=C(C(=O)N1CCOCC1)c1cn(Cc2ccccc2)c2ccccc12,i,-2,3,6,2,2,3,7,-2,-2
CCCCc1ncc(CN2CCCC(C(=O)c3ccc(SC)cc3)C2)[nH]1 (stereo not given),i,-1,5,-15,1,-1,2,-30,-27,0
C[N+]1(C)CCN(c2ccccc2)CC1,i,6,29,0,4,-1,3,2,-3,-4
C=Cn1ccnc1P(=S)(c1ccc(N(C)C)cc1)c1nccn1C=C,i,2,6,-4,-3,-3,-1,2,-2,-1
C[n+]1c(-c2ccccc2)c2cc(N)ccc2c2ccc(N)cc21,i,18,61,15,39*,-1,-1,-8,0,8
CN1C(=O)N(C)C(=O)C2(Cc3cc(N)ccc3N3CCN(c4ccccc4F)CC32)C1=O (stereo not given),i,nt,26,-3,2,11,-1,-4,-7,-2
COc1ccccc1N(CC(=O)NC1CCCCC1)C(=O)c1cnn(C(C)C)c1,i,-6,42,8,2,-8,2,-13,-4,-1
COc1ccccc1NC(=O)c1cn(CCC#N)nc1-c1ccc(F)cc1,i,3,13,15,-2,2,-2,2,9,-1
c1csc(CN2CCNCC2)c1,i,nt,20,3,-1,-10,-1,-2,-5,1
Cc1ccc(Cl)cc1N1CCN(CCN)CC1,i,-9,15,3,-3,6,2,-9,-6,1
CCCCCn1c(NC(=O)c2ccco2)c(C(=O)OCC)c2nc3ccccc3nc21,i,-2,-23,-5,5,3,-6,40,18,8
Cc1c(C)c2ccc(OCC(=O)N3CCC(C(=O)O)(c4ccccc4)CC3)cc2oc1=O,i,-8,32,-49,4,0,3,-3,-7,1
COCCn1c(-c2ccccc2)cc(C(=O)O)c1C,i,-3,10,-5,-1,2,0,-5,-8,-2
COc1ccc(CCn2c(O)c(/C=N/N3CCCCC3)c(=O)[nH]c2=O)cc1OC,i,5,19,3,3,-3,-3,-16,0,-3
C=Cn1ccnc1P(=S)(c1cc(N(CC)CC)ns1)c1nccn1C=C,i,-5,9,1,-3,-2,1,nt,nt,2
O=C(c1c[nH]c2ccc(S(=O)(=O)N3CCOCC3)cc2c1=O)N1CCC2(CC1)OCCO2,i,17,16,-12,1,5,2,-7,-1,-1
C/C=C/CC1(CC)C(=O)NC(=S)NC1=O,i,-1,4,-10,0,3,0,3,-8,0
O=C(Cc1ccccc1)OCCNC(=O)c1cccnc1,i,-2,4,7,4,-3,6,15,-9,8

# An excerpt taken from the entries so far, as a working copy:
SMILES,PolyA inhibitor,DYRK1A inh,AI-2 QS mod,HDAC3 inhib,HSP90 inh,Platelet DG rel,GSK3B inh,HSF-1 act,HSF1 inh,GSK3 alpha inh
Cc1cccc(NP(C)(=O)c2nc3c(s2)CCCC3)c1 (stereo not given),i,3,23,3,-2,13,1,44,5,nt
O=S(=O)(c1ccc(O)cc1)c1ccc(O)cc1,i,nt,5,-3,5,0,-3,-16,1,2

# Screens: PubChem, several laboratories
